# High-throughput results deposited in PubChem by several laboratories.
# NTR1 ag = agonists of NTR1, primary screen, imaging, U2OS cells, beta-arrestin-GFP, high content (AID 493036) | NTR1-U2OS beta-arrestin-GFP spot imaging, agonist mode | activation, % at 20 µM | 330,000 compounds, 0.17% hits;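 active means activation at or above 40% of the spot to cytoplasm intensity ratio, with at least 20 cells analyzed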;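 further: 0% = DMSO without peptide and 100% = 100 nM NTR1 peptide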
# Target sequence (P30989 whole entry, looked up): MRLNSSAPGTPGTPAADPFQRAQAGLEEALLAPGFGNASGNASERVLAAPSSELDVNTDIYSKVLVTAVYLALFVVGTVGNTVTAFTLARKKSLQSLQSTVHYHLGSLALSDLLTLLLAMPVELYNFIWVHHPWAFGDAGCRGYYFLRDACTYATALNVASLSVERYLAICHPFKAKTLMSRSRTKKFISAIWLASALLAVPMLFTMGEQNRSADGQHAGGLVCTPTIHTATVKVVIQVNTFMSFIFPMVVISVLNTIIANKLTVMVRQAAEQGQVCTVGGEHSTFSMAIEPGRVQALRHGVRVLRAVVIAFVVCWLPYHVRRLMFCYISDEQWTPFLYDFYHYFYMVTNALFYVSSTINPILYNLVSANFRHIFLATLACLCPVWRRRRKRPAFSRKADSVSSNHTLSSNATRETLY
# Hep lipid drop = modulators of hepatic lipid droplet formation | AML12 mouse hepatocytes, oleate lipid droplets, BODIPY imaging | inhibition, % at 6.5 µM | 240,000 compounds, 0.4% hits | AID 1656;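 active means lipid droplet intensity inhibited by at least 50%, with more than 500 cells counted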
#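 Test system: AML12 hepatocytes (mouse); reagent: oleate loading, 100 µM; dosing: one dose, 6.5 µM compound; incubation: overnight exposure; signal: fluorescence imaging, 20x objective, two fields per well; read-out basis: % inhibition of corrected integrated BODIPY droplet signal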
# GPR55 antagonists = GPR55 antagonists blocking LPI-driven arrestin recruitment, primary screen, imaging, U2OS, beta-arrestin-GFP, LPI agonist (AID 2013). U2OS GPR55 beta-arrestin-GFP translocation imaging, LPI antagonism; higher % means a stronger effect. inhibition, % at 10 µM; hits with a dose series show IC50 in µM. 290,000 compounds, 0.13% hits;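 active means spots per cell inhibited over 60%, with over 100 cells counted and total cytoplasm intensity under 500,000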;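 further: U2OS cells stably carrying GPR55 and arrestin-GFP stimulated by 5 µM LPI near EC80; imaged beta-arrestin-GFP aggregate spots per cell after agonist stimulation; plate controls were LPI-stimulated DMSO wells for no effect and DMSO wells without LPI for full effect; some results filed as inactive read as strong as hits; confirmed hits need IC50 under 10 µM and bright autofluorescent wells are also inconclusive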
# T cell modulator = modulates CD8 T cell binding to vesicles. 2C CD8+ T cell-vesicle binding, flow cytometry; hits give low values. calls only at 7 µM. 330,000 compounds, 0.068% hits. AID 2052;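 active means response, share of CD8 T cells binding vesicles, and their 90th percentile fluorescence all below set limits, cut at about 80% in these data, passing the limit was not always enough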
#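 Assay system: 2C TCR transgenic mouse naive CD8+ T cells, MACS-purified | Read-out: CD8+ gate FL2 mean fluorescence as % of same-row positive control | Signal: High-throughput flow cytometry with anti-B7-1 and anti-CD8 staining | Timing: Binding step 1.5 h, 37 °C, antibody labelling 20 min, ice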
# Rac1 GTP hydrolysis = MgcRacGAP GTPase-activating activity inhibitors, confirmation, biochemical, ADP Hunter fluorescence; MgcRacGAP-stimulated Rac1 GTP hydrolysis, ADP Hunter fluorescence; higher % means a stronger effect; GST-tagged Rac1 F28L mutant substrate; one-dose inhibition, % at 30 µM; IC50 in µM for titrated hits; 340,000 compounds, 0.6% hits; AID 624330;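 active means first-screen hits whose inhibition reached a set limit at any dose in the follow-up dose series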;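 further: fluorescence reports GDP produced by GAP-driven GTP hydrolysis; strong numbers were not always called active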
# GPR55 activation = selective activators of receptor GPR55 – imaging, U2OS cells, beta-arrestin-GFP redistribution, primary screen (AID 1961). 290,000 compounds, 0.048% hits. U2OS GPR55 beta-arrestin-GFP redistribution imaging; higher % means a stronger effect. one-dose activation, % at 10 µM; EC50 in µM for titrated hits;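 active means activation above 40% with more than 50 cells counted in the well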;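 further: U2OS osteosarcoma cells stably expressing GPR55 and beta-arrestin-GFP; plate controls were DMSO negative control for no effect and LPI positive control for full effect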
# LYP phosphatase = PTPN22 lymphoid phosphatase activity blockers – biochemical, fluorescence intensity, uHTS (AID 1779) | recombinant LYP phosphatase, fluorescence intensity; higher % means a stronger effect | one-dose inhibition, % at 11.5 µM; IC50 in µM for titrated hits | 290,000 compounds, 0.054% hits; in the data active means inhibition above about 50%;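 further: plate controls were vehicle with enzyme for no effect and no enzyme for full effect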
# GPR35 antagonists = inhibition of zaprinast-stimulated GPR35 beta-arrestin translocation – imaging, U2OS, beta-arrestin-GFP, zaprinast agonist, primary screen (AID 2058) | one-dose inhibition, % at 10 µM; IC50 in µM for titrated hits | 290,000 compounds, 0.052% hits | U2OS GPR35 beta-arrestin-GFP translocation imaging, zaprinast antagonism; higher % means a stronger effect;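 active means inhibition of at least 50% with at least 30 cells and total cytoplasm GFP at most 10,000,000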
# Large T inhibition = SV40 large T antigen inhibitors, biochemical (AID 1903). SV40 large T antigen ATPase/helicase inhibition assay; higher % means a stronger effect. one-dose inhibition, % at 20 µM; IC50 in µM for titrated hits. 310,000 compounds, 0.39% hits; in the data active means a potency from the dose series; further: strong numbers were not always called active
# Hep lipid drop cells 6.5 µM = second read-out of Hep lipid drop, no call of its own (marks repeat the call); cell count; measured here: cell count, cytotoxicity flag;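 cells counted across two imaged fields per well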
# T cell modulator vesicle-bound % = recorded beside T cell modulator, whose call it bears; double positive events, %; measured here: CD8+ vesicle-bound cell fraction;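 binding gate set so that unloaded-vesicle control wells show 10% double positive cells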
# NTR1 ag cell count 20 µM = further read-out of NTR1 ag, marked with its call; cell count; measured here: cell count, cytotoxicity flag
# * hit, by the source's call; i = inactive; x = not tested or not shown; + = active, no number. Rows are unselected; any-hit rate near 1.8%.
SMILES,NTR1 ag,NTR1 ag cell count 20 µM,Hep lipid drop,Hep lipid drop cells 6.5 µM,GPR55 antagonists,T cell modulator,T cell modulator vesicle-bound %,Rac1 GTP hydrolysis,GPR55 activation,LYP phosphatase,GPR35 antagonists,Large T inhibition
Clc1ccc(CN=C(Nc2ccccc2)NC2CCCCC2)cc1,1.3,36,-3.7,683,30.7%,i,61.2,4.4%,0.1%,-2.9%,-0.6%,2.8%
CCOC(=O)C1=C(C)Nc2sc(C(=O)c3ccc(OC)cc3)c(N)c2C1c1ccc(C(=O)OC)cc1 (stereo not given),-0.9,65,5.4,635,3.2%,i,14.8,8.1%,1.0%,8.4%,-11.6%,7.9%
O=C(O)CC(CC(=O)Nc1nncs1)c1ccccc1 (stereo not given),-0.6,57,7.1,793,4.5%,i,20.8,7.1%,-0.1%,-7.5%,1.8%,17.4%
O=C(/C=C/c1ccccc1)c1ccc(NC2=NCCCS2)cc1,x,x,5.7,688,29.5%,i,20.3,5.7%,1.0%,-1.3%,-0.8%,0.7%
Cc1ccccc1N(CC(=O)NCCc1ccccc1)C(=O)c1ccc(N2CCCC2)nc1,4.2,85,x,x,3.4%,i,26.4,-2.7%,0.3%,-6.0%,8.4%,7.1%
O=C1CC(SC2=NCCS2)C(=O)N1c1ccc(Br)cc1 (stereo not given),0.7,35,-6.7,641,-0.7%,i,19.7,-3.9%,0.1%,-6.1%,-3.8%,1.3%
C/C(=N\OCC(=O)Nc1ccc(F)c(F)c1F)c1cc2ccccc2o1,2.0,68,-0.2,690,-6.4%,i,8.0,-5.6%,-0.1%,1.5%,11.3%,10.5%
O=c1[nH]n2c(=O)c3c([nH]c2c1N=Nc1cccc(C(F)(F)F)c1)CCCC3,11.4,101,-5.9,770,-12.6%,i,22.2,9.3%,-0.3%,16.9%,-20.5%,13.8%
Cc1ccc(N(CC(=O)NCCc2ccccc2)C(=O)CCC(=O)Nc2cc(C)ccn2)cc1,-1.1,40,-0.6,807,9.9%,i,37.2,10.2%,0.2%,-5.8%,-16.7%,25.9%
Cc1cc(C(=O)NCCCn2ccnc2)cs1,-0.4,73,8.3,764,6.5%,i,58.6,4.2%,-0.2%,-4.3%,-19.9%,-0.5%
CSc1nc2ccccc2n1C(=O)Oc1ccccc1,0.4,86,-12.5,745,14.4%,i,45.5,21.4%,-0.1%,1.8%,11.5%,15.2%
Cc1cc(C)c(NC(=O)CSc2nc3c(c(=O)n2C)SC(C)C3)c(C)c1 (stereo not given),3.4,50,-4.5,621,0.1%,i,36.7,1.0%,0.4%,-7.0%,13.9%,5.0%
Cc1ccc(S(=O)(=O)N/N=C/c2ccc(C#N)cc2)cc1,-1.0,93,x,x,-0.1%,i,30.8,7.9%,0.0%,-1.4%,-2.9%,6.8%
Nc1cc(=O)[nH]c(SCc2cccc3ccccc23)n1,-0.5,86,9.6,799,5.9%,i,7.0,x,0.0%,-1.0%,4.1%,4.7%
CCc1nnc(NC(=O)CSc2nnc(-c3c[nH]c4ccccc34)n2C)s1,1.7,50,x,x,21.8%,i,53.7,-1.8%,-0.3%,-5.2%,3.6%,23.3%
O=C(N/N=C/c1cccnc1)c1cc2ccccc2o1,-0.7,83,5.1,644,-10.7%,i,34.1,3.1%,0.0%,-0.3%,-1.3%,7.9%
O=C(c1ccccc1F)N1CCN=C1SCc1cccnc1,-0.6,41,x,x,-15.1%,i,57.9,2.3%,-0.2%,-5.5%,0.7%,-0.6%
Cc1ccc2c(c1)nnn2C1CCN(S(=O)(=O)c2ccc(C(=O)N3CC(C)CC(C)C3)cc2)CC1 (stereo not given),2.4,81,4.2,716,14.7%,i,22.9,-2.2%,-0.1%,-5.5%,-6.7%,24.9%
CCCn1c(CN2CCN(C(=O)OCC)CC2)nc2c1c(=O)n(C)c(=O)n2C,1.4,63,-13.7,696,2.7%,i,28.0,-1.8%,0.3%,0.1%,-1.5%,4.5%
CCOc1ccc(NC(=O)CSc2nc3ccsc3c(=O)n2CCC(=O)O)cc1,0.2,52,6.3,733,-8.9%,i,11.6,7.9%,0.2%,4.4%,0.9%,11.9%
N#CC1(NC(=O)CSc2ccccn2)CCCCC1,-0.4,60,x,x,x,i,56.5,6.6%,x,x,x,10.0%
CCOC(=O)CSc1ccc(C(=O)Nc2ccc(OC)cc2)cn1,2.2,45,6.2,663,7.5%,i,55.7,11.5%,-0.1%,-4.9%,0.4%,-5.0%
CCOC(=O)Cn1nc(C)c(NC(=O)CCc2ccccc2)c1C,-1.3,82,1.5,700,11.5%,i,63.5,2.6%,-0.2%,7.1%,-6.5%,7.4%
CSc1cccc(NS(=O)(=O)c2ccc(F)cc2)c1,-0.1,88,-0.3,786,3.8%,i,22.2,5.0%,-0.1%,-2.8%,15.3%,1.1%
O=C(Nc1cccc(NC(=O)c2ccccc2[N+](=O)[O-])c1)c1ccccc1Cl,1.9,58,-1.1,839,-0.3%,i,46.7,-26.9%,0.2%,-10.3%,-6.2%,-1.6%
CC(C)(C)NC(=O)c1cccc(NC(=O)c2cccc(O)c2)c1,1.0,36,x,x,x,i,25.2,11.1%,0.2%,-4.1%,15.9%,9.6%
N#Cc1ccc(Cl)cc1NC(=O)CSc1nc2nc(-c3cccs3)cc(C(F)(F)F)c2c(=O)[nH]1,-0.3,65,-3.2,744,12.7%,i,10.2,x,-0.3%,-1.4%,-4.2%,9.9%
COC(=O)c1cc(S(=O)(=O)NCc2ccc3c(c2)OCO3)cn1C,1.7,59,11.4,677,22.0%,i,33.8,12.4%,0.3%,-9.5%,-2.5%,8.9%
Cc1nc(C)c(-c2ccc(SCC(=O)Nc3cccc(F)c3)nn2)s1,-0.1,64,1.3,720,10.8%,i,5.4,4.6%,-0.1%,-8.1%,-5.4%,13.9%
CCOc1cc2c(cc1/C=C1/NC(=O)N(CC(=O)OC)C1=O)OCO2,0.8,53,2.1,685,6.7%,i,16.2,2.4%,-0.3%,2.0%,18.5%,-8.2%
CC(=O)N1CCC(=NNC(=O)c2cccs2)CC1,1.1,64,-4.0,716,4.1%,+,0.4*,6.8%,-0.2%,-3.1%,-9.4%,8.6%
CC1CCN(C(=S)Nc2ccc(SC(F)F)cc2)CC1,4.0,79,4.0,680,7.9%,i,18.6,10.4%,-0.3%,3.7%,-9.0%,5.5%
C=CCC1NS(=O)(=O)OCC1C(C)C (stereo not given),0.1,82,4.4,817,-4.8%,i,15.8,8.1%,-0.1%,-9.6%,1.4%,15.2%
COc1ccc(C(=O)c2ccc(N3CCN(C(=O)c4ccc(F)cc4)CC3)c(F)c2)cc1Br,3.0,48,x,x,9.1%,i,18.8,7.2%,-0.1%,0.1%,-14.2%,10.9%
CS(=O)(=O)NN1C(=O)c2ccccc2NC1c1ccccc1F (stereo not given),-0.1,85,-17.8,745,-8.0%,i,49.8,4.0%,1.6%,-11.6%,-4.6%,9.0%
COc1ccc(NC(=O)COC(=O)CCCOc2ccc(Cl)cc2Cl)cc1,0.7,43,10.6,680,-5.8%,i,13.1,1.1%,0.3%,-1.6%,-8.2%,2.5%
COc1ccccc1CC(=O)Nc1ccc(Cl)cc1C(=O)O,-1.6,29,20.5,717,4.8%,i,46.9,6.0%,0.2%,-11.3%,8.4%,-2.3%
Cc1ccc(NC(=O)Nc2ccon2)cc1,-0.4,62,5.4,848,3.3%,x,x,-5.9%,0.0%,-6.4%,4.3%,x
O=P(c1ccccc1)(c1ccccc1)C(O)c1ccncc1 (stereo not given),-0.4,58,x,x,15.9%,i,21.6,1.0%,1.2%,-10.5%,7.9%,13.0%
C=CCNC(=O)N[C@@H](CCSC)C(=O)OC,0.5,58,x,x,-11.7%,i,29.2,1.8%,0.2%,-8.6%,-4.2%,4.5%
CC(=O)Nc1cccc(NC(=O)CSc2nc(=O)n(Cc3ccncc3)c3c2CCC3)c1,0.9,74,x,x,x,i,45.3,2.1%,x,x,x,13.9%
CCC(=O)Nc1cc(C)c(NC(=O)c2ccccc2OC)cn1,2.0,73,x,x,-5.3%,i,41.9,2.8%,0.3%,-2.4%,2.4%,1.0%
Cc1cc(C)cc(NC(=O)C(NCCN2CCOCC2)c2ccccc2)c1 (stereo not given),1.8,60,0.0,667,7.2%,i,28.9,48.4µM*,0.5%,-1.3%,-5.5%,8.9%
O=C(Cc1ccccc1)NN1C(=O)/C(=C/c2ccc(C(=O)O)cc2)SC1=S,-0.5,64,2.4,712,-4.0%,i,41.9,9.2%,-0.2%,-1.6%,-6.0%,12.0%
COc1ccc(/C=C2\CCC(C3CCCC3)C2=O)c(OC)c1 (stereo not given),8.1,92,3.2,795,0.4%,i,46.9,9.1%,0.3%,1.0%,1.9%,2.0%
CC(=O)NCCNc1ccc([N+](=O)[O-])cn1,0.5,49,9.2,731,3.9%,i,51.2,6.0%,-0.1%,-2.7%,-16.3%,1.9%
Cc1c2c(nc3nc4ccccc4n13)CC(C)(C)CC2=O,-0.8,73,7.8,703,-2.3%,i,34.2,5.4%,-0.2%,0.7%,-11.2%,12.4%
c1ccc(-c2cn3nc(-c4ccccc4)c(-c4ccccc4)nc3n2)cc1,-0.9,101,x,x,32.4%,i,6.8,1.2%,0.6%,-1.4%,6.5%,11.7%
Cc1cc(C(=O)CN2C(=O)C3CC=CCC3C2=O)c(C)n1-c1ccccc1 (stereo not given),0.0,80,x,x,-3.7%,i,13.4,0.8%,-0.3%,0.2%,7.1%,7.8%

# Structural class, the compounds so far containing a furan ring, fused or not
SMILES,NTR1 ag,NTR1 ag cell count 20 µM,Hep lipid drop,Hep lipid drop cells 6.5 µM,GPR55 antagonists,T cell modulator,T cell modulator vesicle-bound %,Rac1 GTP hydrolysis,GPR55 activation,LYP phosphatase,GPR35 antagonists,Large T inhibition
C/C(=N\OCC(=O)Nc1ccc(F)c(F)c1F)c1cc2ccccc2o1,2.0,68,-0.2,690,-6.4%,i,8.0,-5.6%,-0.1%,1.5%,11.3%,10.5%
O=C(N/N=C/c1cccnc1)c1cc2ccccc2o1,-0.7,83,5.1,644,-10.7%,i,34.1,3.1%,0.0%,-0.3%,-1.3%,7.9%
